# Bioassay records from PubChem.
# UBC13 inh: human UBC13 polyubiquitination inhibition. P61088. UBC13 polyubiquitin chain formation, TR-FRET. inhibition, % at 20 µM. actives 0.47% (n = 330,000); in the data active means inhibition above about 45%, passing the limit was not always enough
# Target sequence (P61088 whole entry, looked up): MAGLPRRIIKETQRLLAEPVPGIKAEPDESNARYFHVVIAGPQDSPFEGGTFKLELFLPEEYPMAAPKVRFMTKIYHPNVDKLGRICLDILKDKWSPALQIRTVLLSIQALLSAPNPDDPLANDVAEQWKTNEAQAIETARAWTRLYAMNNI
# SENP7 inh: SENP7 protease inhibition. Q9BQF6. recombinant SENP7, Z-RLRGG-aminoluciferin luminescence, 40 min. inhibition, % at 5 µM. actives 1.5% (n = 330,000). AID 434973;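 active means inhibition above about 50% at the single test dose, limit read from the data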;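 further: plate controls were DMSO with enzyme for no effect and no enzyme buffer wells for full effect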
# Target sequence (Q9BQF6 706-1050 limits assumed): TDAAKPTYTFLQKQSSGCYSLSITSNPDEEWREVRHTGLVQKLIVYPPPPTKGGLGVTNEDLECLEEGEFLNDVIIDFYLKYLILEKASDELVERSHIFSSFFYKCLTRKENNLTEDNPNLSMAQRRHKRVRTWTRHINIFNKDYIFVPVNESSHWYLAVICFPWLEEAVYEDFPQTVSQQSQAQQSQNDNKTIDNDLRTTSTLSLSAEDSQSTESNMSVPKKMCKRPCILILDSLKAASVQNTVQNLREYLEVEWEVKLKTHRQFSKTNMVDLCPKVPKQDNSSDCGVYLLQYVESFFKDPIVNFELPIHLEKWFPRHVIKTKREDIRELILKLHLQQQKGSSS
# Apaf1 inhib: human Apaf-1 inhibition | O14727 | reconstituted apoptosome caspase-3 activity, DEVD-Rh110 fluorescence | inhibition, % at 20 µM | actives 0.71% (n = 330,000); active means inhibition of at least 40% at 20 µM;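 further: plate controls were DMSO wells for no effect and DEVD-CHO caspase inhibitor wells for full effect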
#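 Material: reconstituted apoptosome with Apaf-1, cytochrome c, caspase-9, procaspase-3, dATP. Technique: Rh110 fluorescence intensity. Buffer or medium: pH 7.5 Hepes buffer with CHAPS, BSA, DTT. Times: 30 min plus 50 min, RT.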
# SENP8 block-1: SENP8 (human) protease inhibition. Q96LD8. recombinant SENP8, Nedd8 substrate fluorescence. inhibition, % at 20 µM. actives 0.64% (n = 360,000). AID 602440; in the data active means inhibition mostly above about 40%, no sharp cut-off; inactive means mostly below about 27%
# Target sequence (Q96LD8 whole entry, looked up): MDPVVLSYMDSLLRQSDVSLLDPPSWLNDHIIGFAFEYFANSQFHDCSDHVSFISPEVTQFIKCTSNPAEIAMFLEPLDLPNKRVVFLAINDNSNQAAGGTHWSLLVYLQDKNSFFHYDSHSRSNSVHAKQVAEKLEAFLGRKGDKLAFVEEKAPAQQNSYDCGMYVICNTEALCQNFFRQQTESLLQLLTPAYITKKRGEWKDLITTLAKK
# APOBEC3G inh: inhibitors of human APOBEC3G DNA deaminase. inhibition, % at 20 µM. Q9HC16. recombinant A3G, ssDNA deamination FAM/TAMRA fluorescence. AID 493012. actives 0.28% (n = 330,000);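 active means inhibition of at least 40% at 20 µM, with no more than 30% in the related APOBEC3A deaminase screen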;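 further: plate controls were DMSO wells with A3G for no effect and wells lacking A3G enzyme for full effect; some compounds called inactive have numbers as strong as hits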
# SENP6 block: SENP6 protease inhibition. inhibition, % at 10 µM. actives 1.8% (n = 330,000). Recombinant SENP6 catalytic domain, aminoluciferin luminescence. Q9GZR1. AID 2599;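 active means inhibition above about 50% at the single tested dose, limit read from the data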;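 further: plate controls were DMSO wells with enzyme for no effect and DMSO wells lacking enzyme for full effect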
# SENP8 block-2: inhibitors of human SENP8 protease | Q96LD8 | purified SENP8, Z-RLRGG-aminoluciferin cleavage, luminescence | inhibition, % at 10 µM | actives 1.2% (n = 330,000) | AID 2540; in the data active means inhibition above about 50%
# SENP1 FRET inh: blocks the human SENP1 SUMO protease catalytic domain; recombinant SENP1 catalytic domain, CyPet-SUMO1-YPet FRET cleavage; inhibition, % at 10 µM; actives 0.21% (n = 360,000);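 active means inhibition at least 30% at 10 µM, raw YFP signal under a set limit, fluorescence ratio 0.5 to 1.5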;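 further: 0% = enzyme with DMSO and 100% = no enzyme wells; some results filed as inactive read as strong as hits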
# Target sequence (Q9P0U3 419-644 limits assumed): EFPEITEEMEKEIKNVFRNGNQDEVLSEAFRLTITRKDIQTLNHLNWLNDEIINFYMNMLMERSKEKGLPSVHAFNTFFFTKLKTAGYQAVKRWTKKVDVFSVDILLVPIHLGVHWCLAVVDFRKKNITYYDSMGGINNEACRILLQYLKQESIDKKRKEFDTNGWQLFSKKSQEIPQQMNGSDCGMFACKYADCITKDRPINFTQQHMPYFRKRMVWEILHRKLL
#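 material = recombinant human SENP1 catalytic domain, His6-tagged | quantity = 20 pM enzyme | reagent = 25 nM SUMO1 FRET substrate | compound dosing = 10 µM single point, 0.5% DMSO | timing = 50 min enzyme reaction, room temperature, light-protected | detection = FRET, CFP and YFP emission | control set = no-enzyme low, enzyme-DMSO high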
# An asterisk follows results filed as active; nt = not tested or not shown; & = joins results of further samples.
# The line under a structure holds: SENP8 block-2	UBC13 inh	SENP6 block	APOBEC3G inh	SENP8 block-1	SENP7 inh	Apaf1 inhib	SENP1 FRET inh
CN(C)c1ccc(-c2ccccc2)nn1
 : 3	-5	43	-3	-30	45	-2	0
O=C(Cc1cccs1)Nc1cc(S(=O)(=O)N2CCCCC2)ccc1Cl
 : -2	10	9	-8	-3	3	-3	-2
O=C(Nc1nnc(-c2cccs2)o1)c1cc(-c2ccccc2)nc2ccccc12
 : -8	-62	-16	-3	4	6	8	-1
CC(C)(C)c1ccc(C(=O)NCc2ccc(Cl)cc2)cc1
 : -4	-6	-24	3	10	5	-5	2
CCS(=O)(=O)NCCc1cc2c(OC)ccc(OC)c2[nH]c1=O
 : -3	5	-9	-6	-78	-3	-3	0
CN1C(=O)c2cccc3c(Br)ccc(c23)C1=O
 : -5	-14	-13	1	-31	5	-9	-18
Cc1cc(C)c[n+](-c2nc3ccccc3nc2[N-]S(=O)(=O)c2cccs2)c1
 : 1	-5	7	-3	16	7	-2	1
Clc1ccc(C2=C3CCCCn4c(-c5ccccc5)c[n+](c43)C2)cc1
 : 3	14	-3	0	-352	9	33	37
O=C(COC(=O)Cc1ccsc1)NC1CCCCCC1
 : 2	2	-20	-4	23	-9	-11	-1
CC1=CC(C)(C)N(S(=O)(=O)c2ccc(F)cc2)c2ccc(C)cc21
 : 0	-4	-20	2	15	2	9	0
CS(=O)(=O)N(CC(=O)NCc1ccco1)c1ccc(Cl)cc1Cl
 : 1	9	14	-1	13	1	-1	-1
O=C(Oc1c(Cl)cc(Cl)c2cccnc12)N1CCOCC1
 : -6	1	-6	-11	22	-4	-3	1
CC(C)COC(=O)N1CCN(S(=O)(=O)c2ccc3c(c2)CCC3)CC1
 : 2	11	-13	-6	14	0	9	0
Cc1onc(-c2c(F)cccc2Cl)c1C(=O)NC1CCCCCC1
 : 1	2	6	-13	4	4	0	0
c1ccc(COc2ccc(CN3CCN(c4ccccn4)CC3)cc2)cc1
 : 31	0	54*	1	20	9	8	2
Cc1ccc(C(=O)NCc2nnc(SCC(=O)Nc3ccccc3)n2C)cc1
 : -5	6	-12	-2	24	2	-2	1
O=C(NCCO)c1cc2ccccc2c(=O)s1
 : -2	-8	7	6	-2	1	2	5
CN(c1ccc(C(=O)Nc2cccc([N+](=O)[O-])c2)cc1)S(C)(=O)=O
 : -7	7	-8	-16	11	4	0	-1
COc1cccc(-c2nc(CS(=O)(=O)CC(=O)N3CCN(C)CC3)c(C)o2)c1
 : 0	-10	-4	4	22	-4	8	0
COc1ccc(OCCN2C(=O)c3ccccc3C2=O)cc1
 : 6	12	25	-6	10	13	3	2
C/C(=N\NC(=O)Cc1cccn1C)c1ccc2ccccc2c1
 : 6	8	-2	-3	10	0	13	1
COC(=O)c1ccc(CO/N=C/c2cccc([N+](=O)[O-])c2)cc1
 : -14	1	-17	-2	16	-2	-7	3
COc1ccc(NC(=O)C2CCCN(S(=O)(=O)c3c(C)n[nH]c3C)C2)cc1OC (stereo not drawn)
 : -11	-3	-23	-13	9	-10	17	1
CCOc1ccc2c(C)c(C(=O)O)oc2c1OCC
 : -9	-4	-11	-5	-14	-4	2	1
CCOC(=O)N1CCC(NS(=O)(=O)c2ccc3c(c2)OCC(=O)N3)CC1
 : 5	4	5	-1	8	5	-1	2
O=C1NC[C@@H](Cc2cccc3ccccc23)N(CCCCC2CCCCC2)C1=O
 : -17	0	-24	-13	6	7	27	-1
CCN(CC)S(=O)(=O)c1ccc(N2CCCC2)c(NC(=O)c2ccncc2)c1
 : 0	3	-1	-6	14	10	-7	-1
CCc1ccc(-c2cc3c(=O)n(CC(=O)NCCCN4CCN(Cc5ccccc5)CC4)nc(C)n3n2)cc1
 : -2	29	9	-3	3	3	26	0
CC(=O)OCC1=C(C(=O)O)N2C(=O)C(NC(=O)C(C)Cn3nc(C)c(Cl)c3C)C2SC1 (stereo not drawn)
 : 0	-22	3	0	-11	4	-90	-3
CN(C)CC(C)(C)CN=Cc1c(O)[nH]c2ccccc12
 : -1	-6	-11	0	13	5	-5	-3
COc1cccc(C2C(C(=O)c3ccco3)=C(O)C(=O)N2CCN(C)C)c1OC (stereo not drawn)
 : -9	-8	-19	-7	7	-4	-5	1
CCCCN(C(=O)CC1OC(=O)c2ccccc21)c1c(N)n(CCCC)c(=O)[nH]c1=O (stereo not drawn)
 : 18	2	7	4	-8	-1	-3	-2
CC(C)(C)c1ccc(NC(=O)CSc2n[nH]c(=O)n2C2CC2)cc1
 : -3	13	-11	-5	6	17	3	1
COC(=O)c1ccccc1NC(=O)Oc1ccc(F)cc1
 : 2	9	-11	-1	-209	-6	-8	2
COC(=O)C1=C(C)NC(C)=C(C(=O)OC)C1C(=O)OCC(=O)N1c2ccccc2CC1C (stereo not drawn)
 : -2	-2	-15	3	-381	4	2	-4&-4
O=C(/C=C/c1ccccc1Cl)NCCc1ccccc1
 : -16	-14	-4	-7	8	-7	-6	-1
COc1cc2c(cc1OC)C(c1ccc(Br)cc1)CC(=O)N2 (stereo not drawn)
 : -5	4	7	-10	14	-2	-5	2
Cc1cc(C)nc(NS(=O)(=O)c2ccc(NC(=O)CN3C(=O)S/C(=C\c4ccccc4)C3=O)cc2)n1
 : -16	-11	-10	-6	-2	-5	25	0
Cc1cc(-c2ccc(C(C)C)c(S(=O)(=O)NCCN3CCC(C)CC3)c2)on1
 : -4	4	12	4	9	1	12	-2
Cc1ccc(-c2cc3cccc[n+]3cc2-c2ccc(C)cc2)cc1
 : -12	5	-5	-3	-308	-2	4	-42
CCOc1ccccc1NC(=O)NCCc1c[nH]c2ccccc12
 : -3	7	-50	-9	18	-10	11	3
Cc1ccsc1S(=O)(=O)N1CCCC(CCC(=O)NCc2ccccc2F)C1 (stereo not drawn)
 : 0	6	-36	-8	6	7	5	2
CC(=O)c1cn(CC(=O)Nc2ccccc2C)c2ccccc12
 : -3	14	-12	-3	27	2	-10	1
O=C(N/N=C1\CCCc2c1[nH]c1ccc([N+](=O)[O-])cc21)c1ccncc1
 : -9	-3	-15	-3	nt	0	-17	nt
CCCOc1cc(C)c(S(=O)(=O)NC2CC(C)(C)NC(C)(C)C2)cc1C
 : -4	10	-2	-5	20	1	-1	3
Cc1ccc(CSc2n[nH]c(N)n2)cc1
 : -7	-4	-8	3	12	-3	-8	-1
O=C(Nc1ccc(Cl)cc1)c1ccc(-c2ccccn2)s1
 : -13	1	-14	-3	-16	27	-5	1
COc1ccc(-c2cc(=Nc3c(C)n(C)n(-c4ccccc4)c3=O)c3ccccc3o2)cc1
 : 13	-4	21	-1	-421	28	-2	2
Cc1ccc(C)c(NC(=O)COC(=O)Cc2ccsc2)c1
 : 1	8	7	-9	7	4	-9	5
NC(=O)C1CCN(C(=O)c2ccco2)CC1
 : 1	-8	2	-5	6	4	-6	0

# Going on with the list:
# The line under a structure holds: SENP8 block-2	UBC13 inh	SENP6 block	APOBEC3G inh	SENP8 block-1	SENP7 inh	Apaf1 inhib	SENP1 FRET inh
O=C(CSc1nnnn1-c1ccc2c(c1)OCO2)NCc1ccccc1
 : -6	2	-15	0	21	9	-3	0
CNC(=O)CN(C1CCCCC1)S(=O)(=O)c1ccc(OC)c(Cl)c1
 : -3	-13	-4	17	20	-7	17	2
COc1ccc(CN2CCN(Cc3ccc4ccccc4c3)CC2)cc1OC
 : 11	12	-29	-9	5	4	-1	2
Cc1cc(Cl)ccc1OCC(=O)Nc1cccnc1
 : 2	10	-8	-9	10	-5	-2	-1
COC(=O)C1=NNC2(c3ccc(C)cc3)C(=O)N(c3ccc(C)cc3)C(=O)C12 (stereo not drawn)
 : 2	-6	15	-10	3	1	-22	4
Cc1cc(C)n2nc(S(=O)(=O)N(C)c3ccccc3)nc2n1
 : -5	-6	2	2	4	2	-1	-1
CC(=O)N1CCc2[nH]c3ccc(C)cc3c2C1
 : 14	-5	20	-2	-49	20	37	-16
O=C(Nc1ccccc1C(=O)N1CCCCC1)c1ccccc1C(F)(F)F
 : -11	-1	-9	-2	3	13	1	1
Cc1cc(C(=O)Cn2nc(C(=O)O)c3ccccc3c2=O)c(C)n1-c1ccc(F)cc1
 : -12	-1	-22	-5	4	0	20	1
O=C(Nc1nc(-c2ccccc2)cs1)C1CCCCN1S(=O)(=O)c1ccc(Cl)cc1 (stereo not drawn)
 : -8	-12	-6	-8	7	-11	9	2

# The closing two records of the part above lead into the next.
# The line under a structure holds: SENP8 block-2	UBC13 inh	SENP6 block	APOBEC3G inh	SENP8 block-1	SENP7 inh	Apaf1 inhib	SENP1 FRET inh
Cc1cc(C(=O)Cn2nc(C(=O)O)c3ccccc3c2=O)c(C)n1-c1ccc(F)cc1
 : -12	-1	-22	-5	4	0	20	1
O=C(Nc1nc(-c2ccccc2)cs1)C1CCCCN1S(=O)(=O)c1ccc(Cl)cc1 (stereo not drawn)
 : -8	-12	-6	-8	7	-11	9	2
Cc1ccccc1-n1nnnc1SCC(=O)Nc1ccc(N2CCN(C)CC2)cc1
 : 2	6	7	1	10	4	8	2
CCCOc1ccc(-c2c(C(=O)N/N=C(\C)c3ccncc3)nnn2-c2nonc2N)cc1
 : 3	-1	5	-8	7	2	-5	3
CCCc1cc(-c2nc(-c3ccc(Br)cc3)cs2)ccn1
 : -17	-2	-56	-7	-13	-6	23	3
COc1ccccc1C(=O)C1CCCN(C(=O)c2cn3cc(Cl)ccc3n2)C1 (stereo not drawn)
 : -1	-15	-14	-1	-2	-10	-6	1
C/C(=N\Nc1ccc(Cl)c(C(=O)O)c1)c1cccc2ccccc12
 : -3	-7	5	18	-22	-6	2	-3
CCC(C(=O)NC(C)CCc1ccccc1)n1nc(C)n2c(cc3occc32)c1=O (stereo not drawn)
 : -5	11	-5	-5	7	3	5	-8
O=P(c1ccccc1)(c1ccccc1)c1cc(S(=O)(=O)O)ccc1O
 : 5	6	-5	17	16	9	8	-1
CCOC(=O)c1cc(-c2ccc(/C=C3/C(=O)NC(=O)C(C#N)=C3C)o2)ccc1Cl
 : 20	2	33	3	-28	10	19	-28
COC(=O)Cc1cn(-c2ncc(C(F)(F)F)cc2Cl)c2ccccc12
 : 2	5	-10	15	-68	-5	2	-2
CSc1nc2ccc(NS(=O)(=O)c3cccc(Cl)c3Cl)cc2s1
 : 5	-8	5	-6	23	6	5	2
CN(Cc1cn(-c2ccccc2)nc1-c1ccc2c(c1)OCO2)Cc1nccn1C
 : 4	13	-11	-1	-5	8	7	1
Cc1ccc(OCC(=O)N/N=C\c2ccc(-c3cccc(C(=O)O)c3)o2)c(C)c1
 : -9	-28	-3	5	-345	-9	14	-21
O=C(NCc1ccco1)c1ccc(Cl)s1
 : 2	13	11	-6	2	-1	-2	-1
COCCn1c(C)cc(C(=O)CSc2nnc3ccccn23)c1C
 : 33	-1	47	-9	13	39	1	2
COc1ccc(C2c3ccc(O)cc3Oc3ncn(Cc4ccco4)c(=N)c32)cc1OC (stereo not drawn)
 : 3	-3	4	2	-9	3	0	-60
Cc1ccc(N/N=C2\CC(=O)c3ccccc32)cc1Cl
 : 3	-60	32	-3	nt	6	76*	nt
COC(=O)CSc1nc2sccc2c(=O)n1-c1ccccc1
 : -7	2	-3	-5	7	-5	2	-5
CC(=O)c1ccc(NC(=O)COC(=O)CCC2CCCC2)cc1
 : -1	12	2	15	18	11	15	6
COc1ccc(N(C)C(=O)Nc2ccc3c(c2)nnn3C)cc1
 : 4	1	-25	-11	-30	0	-7	1
O=C(Cn1cc(/C=C\[N+](=O)[O-])c2ccccc21)Nc1ccccc1
 : -11	-12	-18	-6	16	-10	0	-10
O=C(CNC(=O)OCc1ccccc1)Oc1cc2oc(=O)cc(-c3ccccc3)c2cc1Cl
 : -7	11	4	-9	-293	-8	-1	-28

# Rows were taken by chance, and some 3.6% of all compounds hit somewhere here.
